ALOX12 inh = ALOX12 (human) lipoxygenase inhibition. purified 12hLO, xylenol orange hydroperoxide absorbance. 1.1% of 580,000 active. Potency, µM (series often up to 108 µM), for the others: top-dose activity change, negative = inhibition, actives largely listed as inhibitors. AID 1671190; active = well fitted inhibition curve with a large enough effect; inconclusive = small, poorly fitted or top-dose-only effect, or another doubt; inactive = no such curve, though single readings can be large or run the other way
Target sequence (P18054 whole entry, looked up): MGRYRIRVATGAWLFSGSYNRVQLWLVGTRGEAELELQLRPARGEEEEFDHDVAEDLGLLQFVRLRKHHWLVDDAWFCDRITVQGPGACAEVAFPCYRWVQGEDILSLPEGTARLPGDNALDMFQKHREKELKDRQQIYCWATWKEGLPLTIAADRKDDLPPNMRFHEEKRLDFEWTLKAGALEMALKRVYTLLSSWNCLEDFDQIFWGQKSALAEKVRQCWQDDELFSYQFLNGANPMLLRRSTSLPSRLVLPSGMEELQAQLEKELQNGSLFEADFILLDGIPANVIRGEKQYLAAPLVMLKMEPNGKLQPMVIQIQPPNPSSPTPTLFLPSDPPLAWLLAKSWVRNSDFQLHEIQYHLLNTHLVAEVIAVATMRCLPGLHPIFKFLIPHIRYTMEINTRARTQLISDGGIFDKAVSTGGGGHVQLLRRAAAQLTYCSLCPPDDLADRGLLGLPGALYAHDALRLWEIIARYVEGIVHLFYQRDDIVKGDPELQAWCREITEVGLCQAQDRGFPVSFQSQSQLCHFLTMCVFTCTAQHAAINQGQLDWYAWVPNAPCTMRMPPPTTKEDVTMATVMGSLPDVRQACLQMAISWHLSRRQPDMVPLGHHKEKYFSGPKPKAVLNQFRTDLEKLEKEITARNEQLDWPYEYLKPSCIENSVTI
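Hydroperoxide product was detected by ferrous iron/xylenol orange as the 573 to 405 nm absorbance ratio. Arachidonic acid at 40 uM (final) was turned over for 30 min at room temperature by 150 nM human 12hLO, pH 7.0 Hepes buffer, after 15 min compound preincubation.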
* hit, by the source's call; ? = inconclusive; [ ] = another dose, or the depositor's remark. % is set by controls: 0 for no effect and ±100 for the full control effect; potency is the fitted concentration of half-maximal effect. Not all compounds are listed; rates above refer to the full screens.

ALOX12 inh | SMILES
? | O=C(Cc1cccc(O)c1)N1CC(CNc2ccccc2)C2(C1)CN(c1ccccc1)C2 (stereo not given)
-0.2% | CC(C)C[C@H](NC(=O)c1ccc2nc(-n3cccc3)sc2c1)C(=O)NCc1ccco1
5.1%[6.33 µM] | CC(C)C1=NOC2(CCN([S+](=O)([O-])c3ccccc3)C2)C1 (stereo not given)
21.3% | CCOc1ccc(NC(=O)Cn2c(C)cc3nc4n(c(=O)c32)CCCC4)cc1
13.0% | O=C(C1CC(=O)N(C2CC2)C1)N1CCN(Cc2ccncc2)CC1 (stereo not given)
-3.7%[176 µM] | CN(C)[S+](=O)([O-])c1ccc2c(c1)OCCN(CCc1ccccc1)C2
? | CCCNC(=O)c1cc(=O)[nH]c2ccc(S(=O)(=O)N3CCOCC3)cc12
12.4% | O=C(c1ccccc1)N1CCC[C@H]1c1nc(-c2ccccc2Cl)no1
1.8% | CC1(C)C2CCC1(C)C(OC(=O)C[N+](C)(C)C)C2 (stereo not given)
-17.3%[57.4 µM] | NS(=O)(=O)c1cccc2c1C(=O)c1cccc(O)c1C2=O
21.8% | COc1ccc(C(CNC(=O)c2ccc3c(c2)OCCO3)N2CCOCC2)cc1 (stereo not given)
21.7% | COc1cccc(CNC(=O)c2c(C)oc3ccn(Cc4ccc(F)cc4)c(=O)c23)c1
-4.0% | COc1ccc(-c2cc3nc(NCCNC(C)=O)n(C)c(=O)c3s2)c(C)c1
-34.1% | COc1ccc(-c2noc(CN3CCCC(C(=O)Nc4ccc(-c5ccno5)cc4)C3)n2)cc1OC (stereo not given)
? | CCN1CCCC1CNC(=O)c1nn(Cc2ccccc2)c(=O)c2ccccc12 (stereo not given)
17.2% | CCc1ccc(-c2noc(CSc3nnc(-c4ccccc4OC)n3CC)n2)cc1
5.62µM* | CN1CCC(N2CCN(C3CN(Cc4cn(Cc5cccc(C(F)(F)F)c5)nn4)S(=O)(=O)C3)CC2)CC1 (stereo not given)
36.2%[activator][176 µM] | COc1ccc(-c2nnc([C@H]3CCN(S(C)(=O)=O)C3)o2)cc1
40.2%[activator] | Cc1noc(C2CC3(CCN(C(=O)Nc4ccccc4)CC3)CN2C)n1 (stereo not given)
12.3% | O=C(c1ccccc1OCC1CCCN(C2CCCCCC2)C1)N1CCOCC1 (stereo not given)
2.8% | COCCN1C[C@@H](CO)O[C@@H](n2cnc3c(N4CCOCC4)ncnc32)C1
? | CN(C)c1ccc2cc(C(=O)N[C@@H](CCCN=C(N)CCl)C(=O)NCc3ccccc3)ccc2c1
54.9%[activator] | CCCc1cc(CN(C)c2nc(CCN)nc3sc(C)c(C)c23)[nH]n1
16.2% | CC(C)C(=O)N1CCC2(CCC(=O)N(Cc3ccccc3)CC2)CC1
77.7%[activator] | CC(C)n1cc(CN2CCC(C3CCN(S(C)(=O)=O)CC3)C2)cn1 (stereo not given)
12.1% | CC(C)Cc1ccc(CN2CCN3C(=O)CNC(=O)C3C2)cc1 (stereo not given)
48.7%[activator] | CCNC(=O)c1cc(NC(=O)C(C)C)cc2nc(C)ccc12
6.1% | COc1cc(NC(=O)N2CCOc3ccc(Cl)cc32)cc(OC)c1OC
? | CCCn1nc(C(=O)NCC(=O)Nc2ccc(F)c(F)c2)c2ccccc2c1=O
-9.4% | CCC1=C(C(=O)OC)C(c2ccc(C)cc2C)N2C(CC(=O)NCC3CCCO3)=CSC2=N1 (stereo not given)

Shown as labelled records: part of the list above.
> COc1ccc(-c2nnc([C@H]3CCN(S(C)(=O)=O)C3)o2)cc1
  ALOX12 inh = 36.2%[activator][176 µM]

> Cc1noc(C2CC3(CCN(C(=O)Nc4ccccc4)CC3)CN2C)n1 (stereo not given)
  ALOX12 inh = 40.2%[activator]

> O=C(c1ccccc1OCC1CCCN(C2CCCCCC2)C1)N1CCOCC1 (stereo not given)
  ALOX12 inh = 12.3%

> COCCN1C[C@@H](CO)O[C@@H](n2cnc3c(N4CCOCC4)ncnc32)C1
  ALOX12 inh = 2.8%

Next part:
ALOX12 inh | SMILES
27.7% | Cc1cnn(CCC(=O)N2CCC3(CC2)CN(c2ccncn2)CC3CO)c1 (stereo not given)
50.6%[activator] | COc1cc(NC(=O)c2cc3c(N4CCCC4)nc(C)cn3n2)cc(OC)c1OC
27.6% | Cc1nc(-c2cn(C3CCCN(C(=O)C(C)Oc4ccccc4)C3)nn2)no1 (stereo not given)
-16.6% | CC1CCCN(c2cccc3c2S(=O)(=O)N(Cc2ccc(F)cc2)[C@@H](C)[C@H](c2ccccc2)O3)C1 (stereo not given in full)
? | C[C@H](CO)N1C[C@H](C)[C@@H](CN(C)C(=O)NC2CCCCC2)OCc2cnnn2CCCC1=O
? | O=C(Cn1nc2ccc(SCc3ccc(Cl)cc3)nn2c1=O)NCc1ccc(F)cc1
-25.6% | N#Cc1ccccc1OCC(=O)N1CCC(c2nc3ccccc3o2)CC1
-32.3% | O=C(/C=C/c1csc(-c2ccccc2)n1)c1ccccc1
-9.5% | CCOc1ccc(S(=O)(=O)N2CCC(C(=O)Nc3ccccc3N3CCCC3)CC2)cc1
? | CCC(CC)NC(=O)COC(=O)c1ccc(C)c(C)c1
48.1%[activator] | COC[C@@H]1CN(C(=O)Cn2cc(C)cn2)C[C@H]1c1ccccn1
-28.6% | COc1ccc(CNc2ncnc3c2CN(C2CCC2)C(=O)CN3C)cc1
9.7% | O=C(NCc1ccncc1)c1cn(C2CN(C(=O)C3CC3)C2)nn1
? | Cc1ccc(NC(=O)c2ccc3[nH]c(C)c(C)c3c2)cc1
25.0% | CCOc1cc(CNc2nn[nH]n2)cc(Br)c1OCc1ccc(F)cc1
69.2%[activator] | Cc1ccc2c(C)c(C(=O)N3CC[C@H](O)[C@@H](O)C3)oc2c1
-4.4% | CC(C)(C)Nc1c(C2CCNCC2)nc2c(OCc3ccccc3)cccn12
? | O=C(C1CCCCC1)N1CC(=O)N2[C@H](C1)[C@@H](c1ccc(Br)cc1)[C@@H]2CO
-1.0%[176 µM] | CN1C[C@@H](NS(=O)(=O)c2ccc(Cl)cc2)C[C@H]1c1nc(-c2ccncc2)no1
33.1% | CCn1ncc(N2CCCC(CC(=O)NCCC3=CCCCC3)C2)cc1=O (stereo not given)
? | O=C(OCc1ccccc1)N1Cc2ccnnc2CC1c1ccccc1Br (stereo not given)
10.3% | COc1ccc(-c2nc3ccccc3c(C(=O)O)c2C)cc1
26.4% | COc1cccc(NC(=O)Nc2nc3ncccn3c2-c2ccc(C)cc2)c1
8.5% | COc1ccc2[nH]c3c(c2c1)CCN(C)C31CCN(C(=O)C2CCCC2)CC1
-14.8% | Cc1ccc(C(NC(=O)Cc2ccccc2C)c2cccnc2)cc1C (stereo not given)
-0.3% | Cc1ccc2nc(-c3ccccc3)c(C)c(C(=O)O)c2c1
-2.2% | COC(=O)c1ccc(CN(C)Cc2ccsc2)cc1
-21.2% | CC(C)C(N)c1csc(Nc2ccc(C(=O)c3ccccc3)cc2)n1 (stereo not given)
13.0% | Cc1ccc(C(=O)COc2cccn3c(=O)c(-c4cc(C)n(-c5ccccc5)n4)c(C)nc23)cc1
? | CC(C)(C)c1ccc(C(=O)Nc2c(NCc3ccccc3)c3ccccc3oc2=O)cc1
? | O=C1NC(=NC2CCCCC2)C2(CCCN(Cc3ccccc3)C2)N1c1cc(F)cc(F)c1 (stereo not given)
6.7% | CC(Sc1cc(-c2ccccc2)ncn1)C(=O)c1ccccc1 (stereo not given)
? | CC(Sc1ccccn1)C(=O)Nc1ccc(Cl)cc1 (stereo not given)
? | CC(=O)c1ccc(-c2cccc(Cl)c2Cl)o1
-26.7% | Cc1cc(C(=O)OCCOc2ccccc2C)c2ccccc2n1
-2.9% | Cc1ccc(F)cc1NC(=O)c1nc2ccccc2nc1N1CCOCC1
4.7% | CCc1c(C(=O)Nc2ccccc2C#N)csc1C
-28.6%[57.4 µM] | CO[C@H]1C[C@@H]2CC[C@@H](C)[C@@](O)(O2)C(=O)C(=O)N2CCCC[C@@H]2C(=O)O[C@H]([C@H](C)C[C@@H]2CC[C@H](OP(C)(C)=O)[C@H](OC)C2)CC(=O)[C@H](C)C=C(C)[C@@H](O)[C@@H](OC)C(=O)[C@H](C)C[C@H](C)C=CC=CC=C1C
87.6%[activator] | Cc1nn(CCO)cc1CN1CCC2(CC1)C(C(=O)O)CC(=O)N2C (stereo not given)
? | CCC1CN(C(=O)N2CCC(C(=O)NCc3cccc(C)c3)CC2)c2cc(C)ccc2O1 (stereo not given)
3.3% | CN(C)CCCOc1ccc(-c2cc3nc(NCc4cccnc4)n(C)c(=O)c3s2)cn1
? | COC(=O)c1cc2c(c3c4cc(OC)ccc4n(S(=O)(=O)c4ccc(OC)cc4)c13)C(=O)N(Cc1ccco1)C2
? | CCc1ccc(-n2c(=S)sc3c(=O)[nH]c(SCC(=O)NC4CCCCC4)nc32)cc1
? | OC(C#Cc1ccccc1)C#CC(O)(c1ccccc1)c1ccccc1 (stereo not given)
25.7% | O=C(CC1CCCCC1)Nc1cccc(-c2nnc3n2CCCC3)c1
7.3%[176 µM] | CC1=C[C@@H](CNC(=O)C2CC2)[C@H](C(C)C)C[C@H]1Cc1nc2ccncc2[nH]1
? | COc1ccc(CC(=O)N2CC[C@@H](CC(=O)O)[C@@H](CCN3CCN(c4ccccn4)CC3)C2)cc1
-17.6% | O=C(O)c1ccc2oc(-c3ccccc3F)nc2c1
20.3% | O=C(c1cn[nH]c1-c1ccc(F)cc1)N1CCCCCC1
35.2%[activator] | CC1Oc2ccc(NC(=O)c3ccc(F)cc3)cc2CN(Cc2ccccc2Cl)C1=O (stereo not given)
19.5% | COC(C(=O)N1CC(=O)N(Cc2cccnc2)CC(OCc2ccccc2)C1)c1ccccc1 (stereo not given)
? | Cc1ccc(NC(=O)CC2CCCN(c3cn[nH]c(=O)c3)C2)cc1F (stereo not given)
13.6%[176 µM] | Cn1nccc1C(=O)N1CC(CNC(=O)c2ccccc2)C2(C1)CN(c1ccccc1)C2 (stereo not given)
-24.5% | CCOc1ccc(S(=O)(=O)N2CCSC2c2ccc(OC)c(Br)c2)cc1 (stereo not given)
52.8%[activator] | Fc1ccc(C2Cn3nnc(-c4nc(-c5ccc(C(F)(F)F)cc5)no4)c3CO2)cc1 (stereo not given)
? | OC1CCN(Cc2ccc3c(c2)CN(C/C=C/c2ccco2)CCO3)CC1
4.3% | O=C(NC1CCCN(c2cc(-c3ccccc3)[nH]n2)C1)c1ccc(C(F)(F)F)cc1 (stereo not given)
? | CC[C@@H]1C(=O)N(C)c2cnc(Nc3ccc(C(=O)NC4CCN(C)CC4)cc3OC)nc2N1C1CCCC1
-0.4% | COc1ccc(C(=O)N2CCC[C@H](n3c(=O)n(CC4CC4)c4cccnc43)C2)cc1F
6.3%[176 µM] | C#CCNC(=O)[C@@H]1CCCN1[C@@H](C(=O)NC)c1ccccc1

Look-ups from above:
For ALOX12 inh, CO[C@H]1C[C@@H]2CC[C@@H](C)[C@@](O)(O2)C(=O)C(=O)N2CCCC[C@@H]2C(=O)O[C@H]([C@H](C)C[C@@H]2CC[C@H](OP(C)(C)=O)[C@H](OC)C2)CC(=O)[C@H](C)C=C(C)[C@@H](O)[C@@H](OC)C(=O)[C@H](C)C[C@H](C)C=CC=CC=C1C is entered as -28.6%[57.4 µM]
For ALOX12 inh, CCc1c(C(=O)Nc2ccccc2C#N)csc1C is entered as 4.7%
For ALOX12 inh, CCC1=C(C(=O)OC)C(c2ccc(C)cc2C)N2C(CC(=O)NCC3CCCO3)=CSC2=N1 (stereo not given) is entered as -9.4%
For ALOX12 inh, Cc1cc(C(=O)OCCOc2ccccc2C)c2ccccc2n1 is entered as -26.7%
For ALOX12 inh, CC(C)C(N)c1csc(Nc2ccc(C(=O)c3ccccc3)cc2)n1 (stereo not given) is entered as -21.2%

New compounds follow.
ALOX12 inh | SMILES
1.9% | CC(C)N1CCC(F)(c2nc(-c3ccccc3)no2)CC1
45.7% | CCCN(C)c1nccnc1OC1CCN(C(=O)c2ccc(OC)nc2OC)C1 (stereo not given)
39.7% | CC(=O)N1C[C@@H]2CCCN3CCC[C@@H]([C@H]23)[C@H]1CCCC(=O)NCCCN1CCCC1=O
-1.9% | Cc1ccc(C(=O)N(Cc2cc3cc4c(cc3nc2N2CCOCC2)CCC4)CC2CCCO2)cc1 (stereo not given)
52.6%[activator] | O=C(c1ccc2ncccc2c1)N1CCc2c(nc3cc[nH]n3c2=O)C1
43.0%[activator] | COC1CCN(C(=O)c2cccc(S(=O)(=O)N3CCC(C#N)CC3)c2)C1 (stereo not given)
16.4% | Cc1ccc(-c2nn(CC(=O)NC(C)(C)C)c(=O)c3ccccc23)cc1S(=O)(=O)N(C)C
0.1% | CC(C)c1ccc(CN2CCC2(C)C(=O)Nc2cnc3ccccc3c2)cc1 (stereo not given)
? | CCN(c1ccc(NC(=O)c2ccc3nc[nH]c3c2)cc1)C(C)C
-14.5% | COC(=O)C1=CN(CC(=O)Nc2cccc(C)c2C)S(=O)(=O)N=C1C
-1.2% | O=S(=O)(NC1CCN(S(=O)(=O)c2c(Cl)cccc2Cl)CC1)c1cccs1
30.7% | O=C1NCCCCCN(Cc2cccnc2)[C@@H]2CN(C(=O)NC3CCCCC3)CC[C@@H]12
46.4%[activator] | O=C1C(O)C2(CCCCC2)N1C1CCN(Cc2ccncc2F)CC1 (stereo not given)
8.0%[6.33 µM] | O=[S+]([O-])(c1ccncc1)c1nnn2c1nc(NCc1ccc(F)cc1)c1ccccc12
4.1% | CCN(CC)S(=O)(=O)c1cccc(NS(=O)(=O)c2ccc(C)cc2)c1
-18.5%[22.9 µM] | CC(CC1c2ccccc2CCc2ccccc21)CN(C)C (stereo not given)

Another view of 2 compounds above.
O=C(c1ccccc1OCC1CCCN(C2CCCCCC2)C1)N1CCOCC1 (stereo not given)
  ALOX12 inh: 12.3%
COCCN1C[C@@H](CO)O[C@@H](n2cnc3c(N4CCOCC4)ncnc32)C1
  ALOX12 inh: 2.8%

Bioassay records (PubChem BioAssay)
